# Compound activity deposited in PubChem BioAssay by several laboratories.
# MMP-13 inhibitor: MMP13 (human) collagenase inhibition; actives 0.07% (n = 65,000); MMP-13 fTHP FRET cleavage, Mca fluorescence; inhibition, % at 4 µM; AID 570;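 active = inhibition above the mean of compound-free control plate wells plus 3 SD, cut at about 14% in these data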;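 note: 0% = DMSO wells and 100% = wells with reference MMP-13 inhibitor after basal subtraction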
# SF-1 act: activators of human nuclear receptor SF-1. Q13285. CHO-K1 Gal4-SF-1 LBD luciferase reporter; % increase over DMSO SF-1-specific signal. activation, % at 10 µM. actives 1.9% (n = 65,000);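 active = activation above the mean activation of all tested compounds plus 3 SD, cut at about 50% in these data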
# Target sequence (Q13285 whole entry, looked up, the tested form may be a part): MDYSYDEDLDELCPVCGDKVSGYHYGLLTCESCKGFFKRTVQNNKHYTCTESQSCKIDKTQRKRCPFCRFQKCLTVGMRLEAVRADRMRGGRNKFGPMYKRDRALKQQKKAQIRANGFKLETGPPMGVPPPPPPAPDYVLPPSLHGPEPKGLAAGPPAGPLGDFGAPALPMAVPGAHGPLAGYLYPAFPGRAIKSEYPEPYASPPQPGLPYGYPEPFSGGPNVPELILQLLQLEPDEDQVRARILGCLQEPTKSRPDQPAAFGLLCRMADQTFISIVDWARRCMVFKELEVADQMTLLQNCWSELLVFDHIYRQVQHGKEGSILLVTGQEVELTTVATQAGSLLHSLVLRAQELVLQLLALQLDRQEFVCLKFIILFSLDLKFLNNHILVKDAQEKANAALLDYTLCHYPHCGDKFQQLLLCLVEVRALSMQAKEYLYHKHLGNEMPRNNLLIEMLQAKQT
#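 System: CHO-K1 cells with Gal4–hSF-1 LBD chimera plus Gal4-driven luciferase; quantity: 4,000 CHO-K1 cells per well; compound: one dose, 10 µM compound, 1% DMSO; times: 20 h compound treatment, 37 °C; measured by: SteadyLite luciferase luminescence; read-out: percent activation versus DMSO; benchmarks: DMSO and mock-transfected background; replicates: one test per compound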
# Ecoli tolC: blocks growth of E. coli BW25113 tolC mutant. OD615. growth inhibition, % at 10 µM (by protocol). actives 2.2% (n = 65,000). AID 573;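 active = growth inhibition at or above a cutoff equal to the mean over every tested compound plus 3 SD, cut at about 60% in these data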;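 note: growth measured after 20 h incubation at 37 °C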
#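 Test system: E. coli BW25113 ΔtolC::kan bacteria; incubation: 37 °C, 20 h exposure; medium: LB broth supplemented with 50 µg/mL kanamycin; read-out basis: percent growth inhibition; signal: A615 absorbance measurement; compound: 10 µM final, single dose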
# RORa activator: activates the human nuclear receptor RORA; P35398; CHO-K1 Gal4-RORA LBD luciferase reporter, luminescence; percent increase over mock-subtracted basal signal; activation, % at 10 µM; actives 1.5% (n = 65,000);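 active = activation above the mean of all tested compounds plus 3 SD, cut at about 49% in these data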;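 note: 0% = DMSO-treated RORA cells and 100% = added signal equal to DMSO minus mock-transfected cells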
# 5-HT1A blocker: 5-HT1a (human) receptor antagonism; AID 612; CHO 5-HT1a Ga15 NFAT-bla reporter, antagonist mode; inhibition, % at 10 µM; P08908; actives 0.68% (n = 62,000);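 active = inhibition above the mean of all tested compounds plus 3 SD, cut at about 43% in these data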;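 note: receptor stimulated by 5-CT agonist at 100 nM near EC80; beta-lactamase reporter measured by ratiometric fluorescence of a cleavable substrate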
# HTR1E agonist: agonists of human 5-HT1E serotonin receptor | P28566 | CHO 5-HT1E Ga15 NFAT-bla reporter, FRET; 0% DMSO wells, 100% control agonist wells | activation, % at 6 µM | actives 0.69% (n = 65,000) | AID 574;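 active = activation above a set limit, the screen-wide mean activation plus 3 SD, cut at about 8.5% in these data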;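 note: 100% = positive control agonist at 1 µM giving full maximal response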
# Target sequence (P28566 whole entry, looked up): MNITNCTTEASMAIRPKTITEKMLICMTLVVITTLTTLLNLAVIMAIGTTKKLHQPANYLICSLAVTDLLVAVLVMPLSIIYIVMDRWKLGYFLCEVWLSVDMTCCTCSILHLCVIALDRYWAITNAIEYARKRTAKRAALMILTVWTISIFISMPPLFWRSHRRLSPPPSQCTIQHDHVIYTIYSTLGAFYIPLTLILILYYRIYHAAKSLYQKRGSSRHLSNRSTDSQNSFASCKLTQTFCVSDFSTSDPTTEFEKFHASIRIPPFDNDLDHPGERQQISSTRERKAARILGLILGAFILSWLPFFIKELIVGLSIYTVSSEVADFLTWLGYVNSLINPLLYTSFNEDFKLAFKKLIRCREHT
# 5HT1E antag: 5-HT1E (human) receptor antagonism. actives 0.99% (n = 65,000). inhibition, % at 6 µM. CHO 5-HT1E Ga15 NFAT-bla reporter, FRET, antagonist. P28566;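 active = inhibition above a set limit, the mean inhibition across every tested compound plus 3 SD, cut at about 29% in these data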;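 note: signal is the 460 over 535 nm emission ratio of beta-lactamase substrate; 0% = agonist plus DMSO wells and 100% = wells without agonist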
# NADH enzymes: inhibitors of enzymes used to reach an NAD/NADH endpoint | coupled PK/LDH NADH assays, four targets | IC50, µM (doses to about 10 µM), for inactives: at the highest dose inhibition | actives 0.02% (n = 65,000);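 active = single-dose screening hits from any of four coupled enzyme assays that gave an IC50 when retested across doses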;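 note: the DPM-DC format reads NADH fluorescence rather than 340 nm absorbance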
# 5HT1a ag: activates the human 5-HT1a serotonin receptor; P08908; CHO 5-HT1a Ga15 NFAT-bla reporter, FRET ratio; 0% basal, 100% maximal reference agonist; actives 0.56% (n = 65,000); activation, % at 10 µM;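 active = activation above the screen-wide mean activation plus 3 SD, cut at about 19% in these data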;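 note: 0% = DMSO wells and 100% = 5-CT at EC100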
# * = called active by the depositor; · = not tested or not shown; [ ] = another dose, or the depositor's remark.
SMILES,MMP-13 inhibitor,SF-1 act,Ecoli tolC,RORa activator,5-HT1A blocker,HTR1E agonist,5HT1E antag,NADH enzymes,5HT1a ag
Cc1ccc2c(c1)N(CC(=O)N1CCc3ccccc3C1)C(=O)CO2,-5,-8,6,-11,3,0.3,7,4%,-1.0
COc1ccc(Cc2nc(-c3ccc(Cl)cc3)no2)cc1,4,8,50,-4,-6,0.2,6,6%,-1.7
COC(=O)CSc1nc(N)c(C#N)c(C(C)C)c1C#N,-2,-5,-6,-5,-11,0.3,1,7%,-3.5
Cc1ccc(N2CC(C(=O)Nc3ccncc3)CC2=O)cc1 (centres undefined),3,-9,-6,2,-7,-0.4,-7,6%,-3.7
Cc1cc(C)n(CC(=O)O)n1,2,10,-19,-11,-12,-0.2,0,3%,-1.6
Cc1cc(N2CCN(C3CCCCC3)CC2)nc2cccc(O)c12,2,-7,-15,-14,3,-0.2,-21,1%,0.1
CCc1ccc(NC2=NCC(=O)N2Cc2ccc3c(c2)OCO3)cc1,-3,8,20,4,-3,1.3,-5,2%,-0.8
Cc1c(N(C)C(=O)C2CCCN2S(=O)(=O)c2ccccc2)c(=O)n(-c2ccccc2)n1C (centres undefined),3,18,-3,4,3,0.6,2,6%,0.1
CCOc1ccc(S(=O)(=O)NC(C)(C)C)cc1-c1nc2c(C(C)(C)C)nn(C)c2c(=O)[nH]1,-6,-1,5,1,·,0.3,0,2%,8.3
COc1ccc(C2/C(=C(/O)c3ccccc3)C(=O)C(=O)N2c2ncccn2)cc1OC (centres undefined),-2,-2,3,4,·,-0.3,-20,1%,1.6
O=C(CSc1nc2ccccc2o1)N1CCN(c2ccc(Cl)cc2)CC1,3,-3,-8,18,-1,-0.6,-11,3%,-0.3
CS(=O)(=O)N1CCN(c2nnc(-c3ccccc3)c3ccccc23)CC1,-2,-20,13,-25,1,-0.2,0,3%,-0.5
O=C(Nc1c(C(=O)N2CCOCC2)cnn1-c1ccccc1Cl)c1ccco1,4,-2,-34,-11,-5,1.1,-5,6%,-2.1
COc1cccc(CSc2nnc(-c3ccco3)n2C)c1,0,5,-11,34,-6,1.0,-5,1%,-5.7
Cc1ccc(NC(=O)CSc2nnc(Cc3cccn3C)n2-c2ccc(F)cc2)cc1,4,-12,17,20,-6,0.5,-12,3%,-0.5
COc1ccc(N2C(=O)CC(NCc3ccncc3)C2=O)cc1 (centres undefined),2,4,-13,-21,1,0.2,77*,3%,-1.1
COCC(=O)N(Cc1nc2ccccc2c(=O)[nH]1)Cc1cccs1,-3,-4,0,-12,-7,-0.1,-11,2%,0.6
CC1CCN(Cc2nc3c(c(=O)n(C)c(=O)n3C)n2CCc2ccccc2)CC1,-2,4,·,8,22,1.2,-4,9%,-0.3
CCOc1ccc(C2C(C(=O)Nc3ccc(F)cc3)=C(C)Nc3nc(CCCO)nn32)cc1 (centres undefined),0,17,3,-9,-19,-0.1,-20,5%,-0.8
O=C(Nc1ccc(Cc2ccc(NC(=O)N3CCOCC3)cc2)cc1)N1CCOCC1,-3,1,-17,24,-4,-1.0,-2,11%,0.1
C=CCSc1nc(C)c(CC=C)c(=O)[nH]1,-3,-9,14,4,·,-0.7,17,3%,2.8
Cn1cccc1CNC(=O)Nc1ccc(Cl)c(Cl)c1,-1,66*,12,60*,7,-1.0,22,3%,-3.6
Cc1cccn2c(=O)c3cc(C(=O)NCc4ccccn4)n(C)c3nc12,-16,-12,0,-10,-11,0.3,-1,3%[fluoresces],-1.3
O=C(c1cc(-c2ccncc2)nc2ccccc12)N1CCN(c2ccccn2)CC1,-1,13,7,24,6,-2.0,24,2%,-3.3
CCN(CCNC(=O)C1CCN(S(=O)(=O)c2cccc3cccnc23)CC1)c1ccccc1,-6,-15,-7,14,-15,2.3,-9,2%,0.9
O=C(COC(=O)c1ccc[nH]c1=O)NCC1CCCO1 (centres undefined),0,-31,-2,4,-9,-0.5,-2,2%,1.1
O=C(CC1N=C2c3ccccc3N=C(SCc3ccc(F)cc3)N2C1=O)NCc1ccco1 (centres undefined),-10,8,17,26,10,-0.3,-12,4%,-0.7
Cc1nn(-c2ccc(F)cc2)c2sc(C(=O)N3CCCCCC3)cc12,0,25,97*,3,-13,-0.1,20,2%,-2.1
Cn1c(NCc2cccnc2)nc2c1c(=O)n(Cc1ccccc1F)c(=O)n2C,0,-5,10,-1,·,1.9,7,1%,-1.7
COc1ccccc1N1CCN(C(=O)Cn2nc(C(F)(F)F)c3c2CCC3)CC1,0,-21,4,-8,-11,0.6,2,6%,-3.1
O=c1[nH]c(CN2CCN(c3ccccc3)CC2)nc2ccccc12,-21,7,·,-1,4,0.5,8,8%,-0.5
COC(=O)Cc1ccc(NC(=O)c2cccs2)cc1,4,45,-3,14,10,-1.8,13,4%,-1.6
CCOc1cc(C2C(C(=O)c3ccccc3)=C(C(=O)OC)Nc3nnnn32)ccc1O (centres undefined),2,-3,-12,-1,-14,0.8,-1,3%,-0.6
O=C(O)CCCCCn1c(SCC(=O)N2CCCC2)nc2ccsc2c1=O,2,-14,-2,-13,14,-0.6,-7,1%,0.4
CCCC(c1nnnn1CCC(C)C)N1CCC(C(N)=O)CC1 (centres undefined),7,-5,-17,-16,2,-1.4,10,7%,-2.8
O=C(NCc1cccs1)C1CCCN(S(=O)(=O)c2cccs2)C1 (centres undefined),0,4,-3,-9,-4,-0.4,-2,2%,-3.3
CCOC(=O)c1sc(NC(=O)c2ccc(Br)o2)cc1C,6,69*,28,69*,16,0.1,5,4%,-0.7
O=C1CC(C(=O)Nc2ccccc2)N=C(N2CCCCC2)N1 (centres undefined),0,0,-9,25,-11,0.2,-11,2%,-1.5
CC1(C)CC2(CC(C)(C)NC(=O)N2)NC(=O)N1,-2,0,-15,4,2,0.1,-2,2%,1.3
COc1ccc(N2CCN(C(=O)C(CCSC)N=C3NS(=O)(=O)c4ccccc43)CC2)cc1 (centres undefined),5,-9,7,-17,1,-0.7,10,4%,-2.3
CCOC(=O)c1ccc(S(=O)(=O)N2CCC(C(=O)OCC)CC2)cc1,2,-10,9,5,-8,-1.0,4,7%,-1.0
Cc1cc(N2CCCC2)nc(-c2ccccc2O)n1,-12,16,-6,26,2,0.1,-9,14%,-2.2
Cc1ccc(C(=O)Nc2ccc(Cl)cn2)cc1,3,-4,-13,27,7,0.5,3,7%,-2.1
COC(=O)CCN(C1CCCCC1)S(=O)(=O)c1ccc(S(=O)(=O)N2CCCCC2)cc1,-4,2,5,-21,-8,-1.0,0,3%,-3.0
CCOC(=O)CN1CC23C=CC(O2)C(C(=O)NCc2ccc(C)cc2)C3C1=O (centres undefined),1,-16,-12,10,-2,1.1,-8,4%,-5.7
O=C(NCc1cccs1)C1CCC(CNS(=O)(=O)c2ccc(Br)s2)CC1 (centres undefined),7,8,-10,-2,-15,0.3,-6,5%,2.0
CCOC(=O)Cn1c(=N)n(Cc2ccccc2)c2ccccc21,1,1,-7,-3,10,-1.3,-6,5%,-3.1
O=C(CSc1nncs1)NC(=O)NCc1ccccc1,-6,-16,-19,-1,-6,-1.5,-1,3%,-3.4
CCN(CC)C(=O)c1cc2sc3ccccc3c2s1,4,49,56,41,17,-0.4,4,5%,-3.1
CCOC(=O)C1=C(C)SC2=NS(=O)(=O)CCN21,-2,3,-6,-4,15,0.6,-11,5%,-0.1

# (cont.)
SMILES,MMP-13 inhibitor,SF-1 act,Ecoli tolC,RORa activator,5-HT1A blocker,HTR1E agonist,5HT1E antag,NADH enzymes,5HT1a ag
C=CCN1C(=O)CN=C1NCc1ccccc1,2,-10,-29,-4,-3,-1.0,-2,8%,-1.8
COc1ccc(CNC(=O)C(c2ccco2)N(Cc2cccs2)C(=O)Cc2cccs2)cc1 (centres undefined),-4,-7,-15,22,28,0.3,4,2%,0.0
CCN(CC)c1ccc(C(=O)n2cnc3ccccc32)cc1,0,64*,78*,39,13,0.6,-6,3%,-3.4
CN(C)/C=N/c1c(C#N)cnn1-c1ccccc1,-3,-3,-6,21,-2,-0.6,-4,0%,-1.4
CC1(C)Cc2c(sc3nc(-c4cccs4)n(N)c(=O)c23)CO1,6,-28,8,-13,12,1.1,3,7%,1.2
COc1ccc(-n2nnc3c(=O)n(CC(=O)N4CCC(Cc5ccccc5)CC4)cnc32)cc1,-2,-1,-6,-22,-4,0.6,-13,4%,-0.2
O=c1c(F)cn(C2CCCO2)c(=O)n1Cc1c(F)cccc1Cl (centres undefined),-1,0,-13,11,9,0.4,-2,3%,0.1
COc1ccc(-c2noc(CCCc3ccccc3)n2)cc1OC,2,3,62*,-19,-4,-0.3,-1,1%,0.0
O=C(O)CC1C(=O)NCCN1Cc1ccc(F)c(F)c1 (centres undefined),-10,8,-20,9,-13,22*,-4,1%,-5.2
CC(C)(C)C1CCc2c(sc(NC(=O)c3cc(C4CC4)on3)c2C#N)C1 (centres undefined),1,-9,2,14,-2,1.4,-9,8%,2.5
C=CCn1c(SCc2ccc(C#N)cc2)nnc1-c1cccc(Cl)c1,7,-20,25,16,22,-0.2,18,2%,-0.8
CCCC1Cc2c(sc3ncnc(N)c23)CO1 (centres undefined),-11,-3,-1,-20,·,0.5,5,2%,-1.9
CCOC(=O)Cc1csc(NC(=O)CSc2nnc(C)n2C)n1,-8,-6,-18,-16,10,-1.1,9,2%,-2.8
COc1ccc(OC)c(-n2c(SC)nnc2-c2c[nH]c3ccccc23)c1,0,10,6,-9,17,0.1,12,4%,-0.2
Cc1ccc(C)c(NC(=O)C2CC(=O)N(C(C)C)C2)c1 (centres undefined),-4,10,-20,-14,-2,1.0,-10,6%,-0.4
O=C(NC1CCN(C(=O)N2c3ccccc3Sc3ccccc32)CC1)c1ccco1,5,4,60,-2,4,-0.7,1,2%,4.4
CCOC(=O)N1CCC(NC(=O)Cn2c3ccccc3c3cn[nH]c(=O)c32)CC1,-3,10,-9,12,5,1.6,-6,5%,-0.8
CCc1sc(C(=O)Nc2ccsc2C(=O)OC)cc1Br,-3,2,-12,-2,-3,0.4,-4,8%,-3.0
Cc1cc(C)n(-c2nc3c(c(=O)[nH]c(=O)n3C)n2CC(C)C)n1,-4,29,-1,15,4,-0.7,2,3%,-1.2
CC(C)CC(OC(=O)c1ccco1)C(=O)NC1CCCCC1 (centres undefined),-2,-14,-8,-5,11,-1.8,-7,9%,-2.5
O=C(CN(C(=O)c1cc2c(s1)CCC2)C1CCCC1)NCc1cccs1,2,-4,45,4,39,-1.9,6,6%,-4.5
